Bioassay records from PubChem BioAssay.
Kir21 inh – inhibitors of mouse Kir2.1 inward-rectifier potassium channel | 310,000 compounds, 0.85% hits | HEK293-Kir2.1, FluxOR thallium flux fluorescence; active compounds read low | AID 1672, 2009 | B-score at 10 µM | Inward rectifier potassium channel 2 (Mus musculus), P35561;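 active = fluorescence ratio B-score at or below minus 3 SD of library scores, with starting-brightness B-score within 2 SD, cut at about -4.2 in these data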;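 also: channel flux triggered by added potassium and thallium sulfate stimulus; B-score of peak minus minimum fluorescence over baseline after thallium stimulus; more negative B-score means stronger Kir2.1 block with less thallium influx; some compounds called inactive have numbers as strong as hits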
Target sequence (P35561 whole entry, looked up): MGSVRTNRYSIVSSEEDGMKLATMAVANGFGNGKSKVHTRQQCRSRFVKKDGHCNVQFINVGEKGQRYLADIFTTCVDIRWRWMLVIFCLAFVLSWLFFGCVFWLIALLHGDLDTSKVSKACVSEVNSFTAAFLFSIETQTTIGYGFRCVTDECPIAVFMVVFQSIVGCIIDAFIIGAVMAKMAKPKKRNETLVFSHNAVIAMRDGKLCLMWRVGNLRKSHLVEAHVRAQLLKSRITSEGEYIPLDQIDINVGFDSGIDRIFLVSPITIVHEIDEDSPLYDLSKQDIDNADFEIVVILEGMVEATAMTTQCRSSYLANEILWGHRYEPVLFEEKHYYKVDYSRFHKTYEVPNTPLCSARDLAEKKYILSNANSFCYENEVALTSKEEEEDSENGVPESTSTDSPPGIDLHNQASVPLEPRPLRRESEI
KCNQ2 block – KCNQ2 potassium channel inhibitors, primary screen, cell-based, CHO-K1, FluxOR thallium flux, B-score (AID 2156); Potassium voltage-gated channel subfamily KQT member 2 (Rattus norvegicus), O88943; B-score at 10 µM; 20 min; active compounds read low; 310,000 compounds, 1.1% hits;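 active = fluorescence ratio B-score at most minus 3 library SDs, with starting brightness B-score within 2 library SDs, cut at about -5.5 in these data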
Active calls of the source: *; i = inactive.

SMILES	Kir21 inh	KCNQ2 block
CCOc1cc(-c2nc(-c3ccncc3)no2)cc(OCC)c1OCC	-0.25	i
COc1ccc(C(=O)Nc2nc(CC(=O)NCCc3ccccc3OC)cs2)cc1	-0.04	i
CCOC(=O)C1=C(C)N(CCCC(=O)O)C(=O)NC1c1ccccc1OC(=O)c1cccs1 (stereo unspecified)	1.3	i
CCSc1ncc(/C=N/Nc2ccccc2)n1C	1	i
Cc1nc2scc(C)n2c(=O)c1S(=O)(=O)N1CCN(c2ccccn2)CC1	0.73	i
Cc1sc2c(c1C)CN(CCN1CCOCC1)CN2C(=O)c1ccccc1	-0.68	i
O=C(c1ccccc1)c1cc(-c2ccccn2)c(N2CCOCC2)s1	0.46	i
Cc1ccc(-c2nc3cc(C)ccc3o2)cc1	-1.55	i
CCCN(Cc1cc2cccc(C)c2[nH]c1=O)S(C)(=O)=O	0.28	i
N#Cc1ccc(COC(=O)c2ccccn2)cc1	0.02	i
Cc1[nH]nc2c1C(c1cccc(OC(=O)N3CCOCC3)c1)C(C#N)=C(N)O2 (stereo unspecified)	1.37	i
Cc1cc(NC(=O)C2CCN(S(=O)(=O)c3cccs3)CC2)no1	1.24	i

Structural class: the compounds so far with two or more sulfur atoms.
SMILES	Kir21 inh	KCNQ2 block
Cc1nc2scc(C)n2c(=O)c1S(=O)(=O)N1CCN(c2ccccn2)CC1	0.73	i
Cc1cc(NC(=O)C2CCN(S(=O)(=O)c3cccs3)CC2)no1	1.24	i

Next section:
SMILES	Kir21 inh	KCNQ2 block
Cc1cc(NC(=O)CSCC(=O)N2CCN(c3cccc(C(F)(F)F)c3)CC2)no1	-1.44	i
CS(=O)(=O)N(CCc1ccccc1)CC(N)=O	1.75	i
CCCC(=O)NC(=S)Nc1ccccc1N1CCOCC1	-0.13	i
Clc1ccc(-c2noc(COc3ccccc3)n2)cc1	0.61	i
Cc1ccc(-n2ncc3c(=O)n(CC(=O)NC4CCCCC4)cnc32)cc1C	-0.22	i
O=c1cc(CSc2nc3ccccc3[nH]2)c2ccccc2[nH]1	0.89	i
O=C(NC(=S)Nc1ccc2[nH]ncc2c1)c1ccccc1	-0.78	i
CCOC(=O)CSc1ncnc2c1cnn2-c1ccc(C)cc1	0.61	i
CC(C)(C)c1cc(NC(=O)COc2ccc(Br)cc2)n(-c2ccccc2)n1	-1	i
C=CCn1c(=O)c2ccc(C(=O)NCc3ccccc3)cc2n(Cc2ccccc2Cl)c1=O	-0.58	i
CN(C)c1ccc(NC(=S)c2ccccn2)cc1	0.92	i
Cc1ccc(Cn2cccc(NC(=O)NCc3ccccc3)c2=O)cc1	0.52	i

Entries of single compounds as entered above. Order of values: Kir21 inh	KCNQ2 block
Cc1sc2c(c1C)CN(CCN1CCOCC1)CN2C(=O)c1ccccc1 across the screens: -0.68	i
CCOc1cc(-c2nc(-c3ccncc3)no2)cc(OCC)c1OCC across the screens: -0.25	i

Sorted by value in Kir21 inh (largest number first): 4 of the compounds above.
smiles | Kir21 inh | KCNQ2 block
O=c1cc(CSc2nc3ccccc3[nH]2)c2ccccc2[nH]1 | 0.89 | i
CCCC(=O)NC(=S)Nc1ccccc1N1CCOCC1 | -0.13 | i
CC(C)(C)c1cc(NC(=O)COc2ccc(Br)cc2)n(-c2ccccc2)n1 | -1 | i
Cc1cc(NC(=O)CSCC(=O)N2CCN(c3cccc(C(F)(F)F)c3)CC2)no1 | -1.44 | i

(continued)
SMILES	Kir21 inh	KCNQ2 block
O=C(Nc1ccccc1Cl)C1CC(=O)N(c2ccccc2)C1 (stereo unspecified)	0.96	i
O=C(CN1CCCCC1)N/N=C/c1ccc(Cl)cc1	-0.56	i
O=C(CSc1nnc(-c2ccccc2)o1)NC1CCS(=O)(=O)C1 (stereo unspecified)	-1.03	i
COCCC(=O)N1CCC(Oc2ccc(C(=O)NCCc3ccccn3)cc2)CC1	1.14	i
CCOc1ccc(-c2nnc(SCc3nnc(-c4ccccc4)o3)n2-c2ccccc2F)cc1	0.55	i
Cc1ccc(C(=O)N2CCN(c3ccccc3)CC2)cc1C	1.64	i
COc1cccc(N2C(N)=NC(N)=NC2(C)C)c1	-0.06	i
CCOC(=O)N1CCN(S(=O)(=O)c2cc(Br)cc3c2N(C(C)=O)C(C)C3)CC1 (stereo unspecified)	0.98	i
CCc1nnc(NS(=O)(=O)c2ccc(NC(=O)c3cc(Cl)ccc3Cl)cc2)s1	2.08	i
CCc1cccc(NC(=O)CCS(=O)(=O)c2ccc(Br)cc2)c1	0.09	i
COc1ccc(CCCC(=O)Nc2ccccc2F)cc1	0.39	i
O=c1ccc(-c2ccc(S(=O)(=O)Nc3ccccc3)o2)n[nH]1	-1.23	i
O=C(O)c1ccc(NS(=O)(=O)c2cccc3cccnc23)cc1	-0.09	i
CCc1ccccc1NC(=O)C1CCCN1C(=O)NCc1ccccc1 (stereo unspecified)	2.07	i
O=C(NC1CCCCC1)N1CCC(n2c(=O)[nH]c3ccccc32)CC1	-0.29	i
CC(C)NC(=O)NC(=O)CSc1nnc(COc2ccccc2F)n1C(C)C1CC2CCC1C2 (stereo unspecified)	-1.76	i
COc1cccc2cc(CC(=O)c3ccccc3)c(=O)oc12	-1.03	i
Cc1nc([N+](=O)[O-])cn1CC(=O)c1ccc(Cl)cc1	1.02	i
COc1cc(OC)cc(-c2n[nH]c(=S)n2-c2ccc3c(c2)OCO3)c1	0.65	i
COc1ccc([N+](=O)[O-])cc1NC1CCN(C(=O)c2cccs2)CC1	-0.42	i
Cc1cc(SCC(=O)NC(=O)NCc2ccco2)nc2ccccc12	1.54	i
COc1cccc(N2CCN(c3nc(C)cc(C)c3C#N)CC2)c1	-0.23	i
Brc1ccc(CSc2ccc(-c3ccco3)nn2)cc1	0.5	i
CN1CCN(c2ccc(S(=O)(=O)N3CCCCC3)cc2NC(=O)c2ccc(C#N)cc2)CC1	-0.99	i

3 entries from above, ordered by molar mass, lowest first:
SMILES	Kir21 inh	KCNQ2 block
Cc1nc([N+](=O)[O-])cn1CC(=O)c1ccc(Cl)cc1	1.02	i
Cc1cc(SCC(=O)NC(=O)NCc2ccco2)nc2ccccc12	1.54	i
COc1ccc([N+](=O)[O-])cc1NC1CCN(C(=O)c2cccs2)CC1	-0.42	i

(listing goes on)
SMILES	Kir21 inh	KCNQ2 block
COc1ccc(/C(=N/O)C(C)(C)NO)cc1	0.7	i
CC1CCCCC1NC(=O)Cn1c(CN2CCCCC2)nc2ccccc2c1=O (stereo unspecified)	0.18	i
COc1ccc(/C=C(\C#N)C(=O)Nc2cccc(C)n2)cc1	1.82	i
CN(C)CC1CCCCC1OC(=O)/C=C/c1ccc(Cl)cc1Cl (stereo unspecified)	-1.11	i
COC(=O)c1sccc1NC(=O)c1cc2c(s1)CCCC2	0.11	i
CCN(CC)C(=O)Oc1ccc2c(c1)O/C(=C\c1ccco1)C2=O	0.08	i
O=C(C1CC(=O)N(c2ccc(F)cc2)C1)N1CCC(c2nc3ccccc3[nH]2)CC1 (stereo unspecified)	-2.33	i
Cc1cccc(C)c1NC(=O)/C(C#N)=C/c1ccsc1	-0.25	i
CC1(C)C(=O)Nc2ccccc2N1C(=O)Cn1ncc(Cl)c(Cl)c1=O	-0.07	i
O=C(NNC1=NCCCCC1)Nc1cccc(Cl)c1	0.35	i
O=C(CSc1nc2ncc(Br)cc2[nH]1)c1ccc([N+](=O)[O-])cc1	-0.86	i
CC(C)CC(=O)Nc1cccc(-c2nc3ncccc3o2)c1	-1.15	i
Cc1ccc2cc3cc(C(=O)NC4CCCCC4)oc3nc2c1	-0.73	i
CCC1=C(c2cc(OC)c(OC)c(OC)c2)C2(CCCC2)C(=O)O1	-1.55	i
O=C(Cn1cc(C(F)(F)F)cc(Cl)c1=O)Nc1cc(S(=O)(=O)N2CCOCC2)ccc1Cl	0	i
COc1ccc(N(C(C)C(=O)N/N=C/c2cccnc2)S(C)(=O)=O)cc1 (stereo unspecified)	0.58	i
COc1cc(F)ccc1S(=O)(=O)N1CCN(C23CC4CC(CC(C4)C2)C3)CC1	0.05	i
CCOC(=O)C1C(=O)CC(C)(O)C(C(=O)OCC)C1c1ccccc1 (stereo unspecified)	0.63	i
COc1ccccc1C1SCCN1S(C)(=O)=O (stereo unspecified)	0.56	i
ONC(=Nc1ccccc1)c1ccccc1Cl	-0.92	i
CC(C)(C)C(=O)C[n+]1ccccc1	-2.69	i
Cn1c(=O)oc2cc(S(=O)(=O)Nc3cccc(F)c3)ccc21	0.58	i
COc1cccc(S(=O)(=O)Nc2cccc(C(=O)N3CCOCC3)c2)c1	1.52	i
COc1ccc(N2C(=O)CC(n3cnc4ccccc43)C2=O)cc1 (stereo unspecified)	0.35	i
CCOc1cc(C(=O)Nc2cc(C)ccc2OC)ccc1OCC(=O)N1CCCCC1	-0.88	i
COc1cccc(N2C(=O)CC(N3CCN(CCN=CC4=C(O)CC(C)(C)CC4=O)CC3)C2=O)c1 (stereo unspecified)	2.04	i
CCN1C(=O)[C@H]2[C@@H](c3ccccc3)N3C(=O)N(c4cccc(F)c4)C(=O)[C@@]3(CC(C)C)[C@H]2C1=O	2	i
CCCCC(=O)Nc1ccc(N2CCN(C(=O)c3ccco3)CC2)cc1	1.47	i
O=C(Cc1c(F)cccc1Cl)Nc1ccccc1C(=O)N1CCOCC1	1.07	i
Cc1ccccc1CN1C(=O)C(C)S/C1=N/N=C/c1ccco1 (stereo unspecified)	-0.65	i
Cc1ccccc1Cn1cc(S(=O)(=O)c2ccc(C(C)C)cc2)c(=O)c2cc3c(cc21)OCO3	1.43	i
Cn1c(NC(=O)c2ccccc2NC(=O)C(C)(C)C)nc2ccccc21	-1.53	i
O=C1OCCC1Sc1nc2ccccc2[nH]1 (stereo unspecified)	0.41	i
Clc1ccc(-c2cnn3c(-c4ccncc4)ccnc23)cc1	1.07	i
CCOC(=O)N1CCN(c2c(N3CCN(c4cccc(C(F)(F)F)c4)CC3)c(=O)c2=O)CC1	-0.04	i
O=C(NCCCC(=O)N1CCCCC1)c1ccc(Cl)cc1	-1.88	i
Cc1nc2ccccc2nc(C)c1=NOCC(=O)N(c1ccccc1)C(C)C	0	i
CN(CCCNC(=O)CCCOc1cc(=O)n(C)c2ccccc12)Cc1ccccc1	0.57	i
CCNC(=O)Nc1cc(OC)c(OC)cc1C(=O)O	0.13	i
Cc1cc2oc(C(=O)Nc3ccc(S(=O)(=O)Nc4ncccn4)cc3)c(C)c2cc1Cl	-0.41	i
Cn1cnnc1SC(C(=O)Nc1cccc(C(F)(F)F)c1)c1ccccc1 (stereo unspecified)	-1.13	i
CC(=O)c1cccc(NC(=O)CCS(=O)(=O)c2cc3c(cc2C)NC(=O)CO3)c1	0.33	i
COc1cccc(C(=O)N(Cc2ccccc2)Cc2cc3cc4c(cc3[nH]c2=O)OCCO4)c1	1.08	i
CCCC(=O)Nc1cccc(-c2nc3ccccc3o2)c1	0.86	i
O=C(CC1SC2=NCCN2C1=O)Nc1ccc(Cl)cc1 (stereo unspecified)	0.04	i
CC(C)(C)CN1CCNC(=O)C1CC(=O)N1CCOc2ccccc2C1 (stereo unspecified)	-0.71	i
CCN1CCN(C(=O)c2cc(S(=O)(=O)N3CCCCC3)ccc2Cl)CC1	1.82	i
Nc1nc2cc3ccccc3cc2[nH]c1=O	2.56	i
O=C(NC(=S)Nc1ccccc1N1CCCCC1)c1ccco1	0.68	i
O=C(COc1ccccc1)NCC(=O)N/N=C/c1cccs1	0.13	i
CCC(c1nnnn1Cc1ccc(F)cc1)N1CCN(C2CCCCC2)CC1 (stereo unspecified)	-0.14	i
COc1ccc(N2C(=O)C3C4C=CC(CC4)C3C2=O)c([N+](=O)[O-])c1 (stereo unspecified)	-0.29	i
C/C(=N\NC(=O)c1nnn(-c2nonc2N)c1CSc1ccccc1)c1cccnc1	-0.11	i
O=C(NCC1CCCCC1)c1cccnc1	-0.45	i
CCCC(CCC)C(=O)O	1.36	i
COc1cccc(N2CC(C(=O)Nc3nnc(SCC(=O)Nc4ccc(NC(C)=O)cc4)s3)CC2=O)c1 (stereo unspecified)	0.15	i
Cc1ccc(NC(=O)Cn2ccsc2=N)c([N+](=O)[O-])c1	1.47	i
Cc1ccc(NC(=S)Nc2ccc3cn[nH]c3c2)cc1C	1.68	i
COc1cccc(NC(=S)N(Cc2ccc(C)cc2)Cc2ccccn2)c1	-1.22	i
Cc1ccc2c(c1)NC(c1cccs1)C1=C(CC(C)(C)CC1=O)N2 (stereo unspecified)	-1.67	i
Other compounds
SMILES	Kir21 inh	KCNQ2 block
COc1ccc2c(c1OC)C(=O)N1C2SC(C)(C)[C@H]1C(=O)NCC(C)C (stereo partly specified)	0.26	i
Cc1ccc(C(N)=Nc2ccccc2)cc1	0.36	i
Cc1cccc2cc(CN(Cc3ccc(F)cc3)Cc3nnnn3C3CCCC3)c(=O)[nH]c12	-0.5	i
CCOC(=O)c1cnn(-c2cc(C(C)(C)C)nc3c(-c4ccccc4)c(C)nn23)c1N	-3.12	i
NS(=O)(=O)c1ccc2c(c1)C(=NO)c1cc(S(N)(=O)=O)ccc1-2	-0.86	i
CC1(C)Cc2c(sc3nnn(Cc4ccccc4)c(=O)c23)CO1	0.04	i
O=C(N/N=C/c1ccc(-c2ccc([N+](=O)[O-])cc2)o1)[C@H]1C[C@@H]1c1ccccc1	1.45	i
CC(C)(C)c1ccc(NC(=O)COC(=O)CCc2nc3ccccc3c(=O)[nH]2)cc1	0.05	i
Cn1c(CCN2CCCCC2)nc2cc(NC(=O)COc3ccc([N+](=O)[O-])cc3)ccc21	-0.14	i
CSc1nnc(-c2cc(-c3ccc(C)cc3)nc3ccccc23)o1	0.88	i
CC1CCN(c2ccc(NC(=O)c3cccnc3)cc2)CC1	1.17	i
O=C(CC1SC(=Nc2ccccc2)N(CCO)C1=O)Nc1ccccc1 (stereo unspecified)	0.25	i
COc1ccc(CNc2oc(-c3cccc4ccccc34)nc2C#N)cc1	0.22	i
COc1ccc(C(=O)Nc2nc(CC(=O)NCCc3cccc(OC)c3)cs2)cc1	0.58	i
